Assay outcomes (PubChem BioAssay)
OX1R FRET antag – OX1R (human) antagonism; inhibition, % at 6.6 µM; OX1R-expressing cells, FRET antagonist read-out; 330,000 tested, 1.8% active; in the data active means inhibition mostly above about 38%, no sharp cut-off; inactive means mostly below about 40%;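 further: 0% = agonist challenge alone and 100% = reference antagonist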
Target sequence (O43613 whole entry, looked up): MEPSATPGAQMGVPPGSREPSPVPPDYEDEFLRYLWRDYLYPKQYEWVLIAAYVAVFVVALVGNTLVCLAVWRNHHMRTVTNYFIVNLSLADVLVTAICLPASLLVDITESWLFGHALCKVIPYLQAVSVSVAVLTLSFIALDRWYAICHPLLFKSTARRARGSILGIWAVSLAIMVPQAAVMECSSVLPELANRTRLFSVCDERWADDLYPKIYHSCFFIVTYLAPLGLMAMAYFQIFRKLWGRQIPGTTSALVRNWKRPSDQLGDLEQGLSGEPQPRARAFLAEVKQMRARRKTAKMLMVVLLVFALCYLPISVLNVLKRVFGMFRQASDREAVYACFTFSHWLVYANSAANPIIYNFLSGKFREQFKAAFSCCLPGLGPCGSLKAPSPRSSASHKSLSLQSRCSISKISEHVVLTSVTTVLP
KCNQ2 inh – KCNQ2 channel blockers in CHO-K1 cells – cell-based, FluxOR thallium flux, B-score, primary screen (AID 2156) | O88943 | 20 min; hits give low values | 310,000 tested, 1.1% active | B-score at 10 µM;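 active means fluorescence ratio B-score at most minus 3 library SDs, with starting brightness B-score within 2 library SDs, cut at about -5.5 in these data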
STK33 inh – blocks human STK33 kinase activity | inhibition, % at 10 µM | AID 2661 | purified STK33, MBP phosphorylation, ADP-Glo luminescence | 320,000 tested, 0.073% active | Q9BYT3;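 active means inhibition at or above 25%, using the most active replicate where run in duplicate; inactive means inhibition below 25%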
Target sequence (Q9BYT3 whole entry, looked up): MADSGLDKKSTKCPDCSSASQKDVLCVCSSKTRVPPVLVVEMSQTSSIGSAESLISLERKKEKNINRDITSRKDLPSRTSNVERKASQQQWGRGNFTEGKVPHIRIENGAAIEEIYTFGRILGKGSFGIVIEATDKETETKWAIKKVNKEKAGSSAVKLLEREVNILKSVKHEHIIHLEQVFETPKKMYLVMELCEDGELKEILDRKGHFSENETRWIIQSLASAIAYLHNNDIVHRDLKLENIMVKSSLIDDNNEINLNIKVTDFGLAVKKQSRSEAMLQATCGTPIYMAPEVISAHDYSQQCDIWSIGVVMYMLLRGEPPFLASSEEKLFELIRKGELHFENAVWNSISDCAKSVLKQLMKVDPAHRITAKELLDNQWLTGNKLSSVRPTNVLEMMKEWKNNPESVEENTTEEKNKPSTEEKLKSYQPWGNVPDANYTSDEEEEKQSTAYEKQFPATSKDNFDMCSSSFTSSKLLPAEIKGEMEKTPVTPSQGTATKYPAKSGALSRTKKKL
Active calls of the source: *; i = inactive; / = not tested or not shown.

molecule	OX1R FRET antag	STK33 inh	KCNQ2 inh
COCCN(C(=O)CSc1nnc(C)n1Cc1ccccc1)c1c(N)n(CC(C)C)c(=O)[nH]c1=O	6	-0.2	i
Cn1c(=O)c2c(nc(SCc3ccc(C(=O)O)cc3)n2C)n(C)c1=O	8	-0.8	i
COc1ccc([C@H]2CC(=O)C=C(c3ccc(-c4ccccc4)cc3)C2)cc1OC	4	0.8	/
O=C(NCCN1CCNCC1)c1ccccc1O	3	-0.7	i
CCOC(=O)/C=c1\s/c(=C\c2ccc3cc(OC)ccc3c2)c(=O)n1CC(=O)NCc1ccc2c(c1)OCO2	5	-1.4	i
CN(C)CCCOC(=O)c1ccccc1	10	-3.8	i
CCCCOC(=O)CSc1nc2c(cc1C#N)C(=O)CC(C)(C)C2	29	-1.1	i
COCc1c(C(=O)OCC(=O)N2c3ccccc3CC2C)oc2ccccc12 (stereo not drawn)	50	-0.2	i
CN1CCN(C(=S)c2cn(CCOc3ccccc3F)c3ccccc23)CC1	11	-0.8	i
Cc1cccc(NC(=O)CCC(=O)NCCO)c1	2	0.1	i
O=C(Nc1ccccc1)c1ccc(N2CCN(c3ccccn3)CC2)c(S(=O)(=O)N2CCOCC2)c1	17	-0.2	i
COC(=O)CN(c1ccccc1OC)S(=O)(=O)c1ccccc1	30	-0.9	i
COc1ccc(Nc2cc(C(=O)NCCCN3CCN(C)CC3)c3ccccc3n2)cc1OC	12	-0.9	i
CC(C)CNC(=O)c1cccc(NC(=O)C2CCCO2)c1 (stereo not drawn)	22	-1.4	i
Cc1oc(-c2ccc(-c3ccccc3)cc2)nc1CN1CCN(CC(=O)N(C)C)CC1	8	-1.8	i
COc1cccc(CN(C)CC(=O)NCc2ccccc2Cl)c1OC	10	-2.8	i
CCN(CC)c1ccc(N=Cc2ccc([N+](=O)[O-])o2)cc1	42	-0.9	i
CCOc1ccc(CN2CCN(Cc3cccc4c3OCO4)CC2CCO)cc1 (stereo not drawn)	20	-1.5	i
COc1ccc(C(=O)NC2(C(F)(F)F)C(=O)Nc3c2c(=O)[nH]c(=O)n3CCc2ccc(OC)c(OC)c2)cc1 (stereo not drawn)	3	0.6	i
COC(=O)c1sccc1NC(=O)Cn1nnc(-c2ccccc2C)n1	48	0.3	i
CCCc1nc2sc3c(=O)n(N)cnc3c2c2c1CCCC2	8	-3.4	i
CCc1cc2cc3c(cc2nc1SCC(=O)Nc1nccs1)OCO3	10	-2.0	i
CC(C)C[C@H](NC(=O)N1CC(=O)Nc2ccccc21)C(=O)N[C@H](Cc1ccccc1)C(=O)O	12	2.1	i
CCN(C(=O)CSc1cccc[n+]1[O-])c1ccccc1	1	-2.5	/

Just OX1R FRET antag (3 entries from above):
molecule	OX1R FRET antag
CCCc1nc2sc3c(=O)n(N)cnc3c2c2c1CCCC2	8
CCc1cc2cc3c(cc2nc1SCC(=O)Nc1nccs1)OCO3	10
CC(C)C[C@H](NC(=O)N1CC(=O)Nc2ccccc21)C(=O)N[C@H](Cc1ccccc1)C(=O)O	12

More results follow:
molecule	OX1R FRET antag	STK33 inh	KCNQ2 inh
CC(C)COP(=O)(c1ccc(N(C)C)cc1)C(O)c1cccnc1 (stereo not drawn)	13	-1.1	i
COc1ccc(NC(=O)c2ccc(C)cc2Cl)c([N+](=O)[O-])c1	35	-0.5	i
Cn1c(=O)c2c(-c3cccc(Br)c3)c(C#N)c(N)nc2n(C)c1=O	9	-2.3	i
C[C@H](NC(=O)c1nc[nH]c1C(=O)NCCCCCNC(=O)OC(C)(C)C)c1ccccc1	3	-0.4	/
Cc1ccc(CC(=O)N2CCOCC2)cc1	26	-2.6	i
Cc1sc2nc(CN3CCCC3)nc(N3CCN(S(=O)(=O)c4ccccc4)CC3)c2c1C	9	0.4	/
Cc1ccc(C(=O)Nc2ncc3c(n2)CC(c2ccco2)CC3=O)cc1 (stereo not drawn)	5	1.2	i
NC(N)=N/N=C/c1ccc(Br)cc1	1	0.4	i

Sorted by the number under OX1R FRET antag (ascending): some entries from above.
molecule	OX1R FRET antag	STK33 inh	KCNQ2 inh
NC(N)=N/N=C/c1ccc(Br)cc1	1	0.4	i
C[C@H](NC(=O)c1nc[nH]c1C(=O)NCCCCCNC(=O)OC(C)(C)C)c1ccccc1	3	-0.4	/
Cc1sc2nc(CN3CCCC3)nc(N3CCN(S(=O)(=O)c4ccccc4)CC3)c2c1C	9	0.4	/

(list continues)
molecule	OX1R FRET antag	STK33 inh	KCNQ2 inh
CC(C)(C)C(=O)Cn1c(=N)n(Cc2ccccc2Cl)c2ccccc21	26	-0.8	i
CCOC(=O)c1cc2c(n(-c3ccc(Cl)cc3)c1=O)CCCC2=O	14	0.3	i
O=C1NC(Cc2ccccc2)c2nc3ccc(F)cc3c(=O)n2-c2cc(Cl)ccc21 (stereo not drawn)	4	-0.4	/
O=C(Nc1ncnc2sc3c(c12)CCCC3)c1ccncc1	8	1.1	i
Cc1cc(C)cc(OCC(=O)NNC(=O)CN2C(=O)c3ccccc3C2=O)c1	14	0.9	/
CC1CN(C(=S)NC(=O)c2ccccc2)CC(C)O1 (stereo not drawn)	7	-1.2	i
C/C(Cl)=C/CSc1nnc2n(N)c(=O)c3ccccc3n12	5	-1.1	i
CS(=O)(=O)N1CCc2cc(S(=O)(=O)N3CCN(Cc4ccc5c(c4)OCO5)CC3)ccc21	2	-2.3	i
Cc1cccc(NC(=O)Cn2cc([N+](=O)[O-])cn2)n1	6	0.0	i
Cc1ccc(SCCNC(=O)c2ccc(C)c(S(=O)(=O)Nc3cccc(C)c3)c2)cc1	38*	-1.3	i
O=C(O)c1ccc2c(=O)n3c(nc2c1)/C(=C/c1cccc(Cl)c1Cl)CCCC3	-6	0.1	i
COc1ccc2c(=O)c(-c3ccccc3)coc2c1	16	1.7	i
Cc1onc(-c2c(Cl)cccc2Cl)c1C(=O)N1CCc2ccccc21	40*	-1.5	i
NC(=O)C1(c2ccccc2)CCC(=O)N1c1ccccc1 (stereo not drawn)	8	-1.1	i
COc1ccc(-c2oc(/N=C/N3CCCC3)c(C#N)c2-c2ccc(OC)cc2)cc1	12	0.5	i
Cc1ccc(S(=O)(=O)N(CC(=O)Nc2ccc(Cl)c([N+](=O)[O-])c2)C2CCCCC2)cc1	39	0.2	i
c1ccc(-c2nc(C3CCCCC3)c3ccccc3n2)cc1	12	-0.9	i
COc1cc2ccccc2cc1C(=O)NC(=S)Nc1nnn(C)n1	7	-3.2	i
COc1ccc(CN(C)C(=O)CNC(=O)CNC(=O)c2ccc(Cl)cc2Cl)cc1F	15	-0.6	i
N#CC[C@H](c1ccccc1)N1CCN(Cc2ccccc2)CCC1=O	27	-1.2	i
O=C1NC(=Nc2cccc(Cl)c2)SC1Cc1cccc(Cl)c1Cl (stereo not drawn)	13	0.2	i
C[C@H](NC(=O)c1ccccc1Cl)C(=O)OCCOc1cccc(Cl)c1	25	0.6	-6.7*
CCCC(=O)Nc1ccc2c(c1)COC2=O	0	9.1	i
CC(=O)N1CCN(c2ccc(S(=O)(=O)NCCN(C(C)C)C(C)C)cc2[N+](=O)[O-])CC1	44	-1.9	i
COc1cccc(C(=O)OCC(=O)Nc2cc(C)c(C)cc2[N+](=O)[O-])c1	21	-0.1	i
COc1ccccc1N(CC(=O)Nc1ccccc1C(=O)NC(C)C)S(C)(=O)=O	16	-2.6	i
O=S(=O)(NCc1ccc(Cl)cc1)c1ccc(Cl)nc1	8	1.0	i
CNc1ccc([N+](=O)[O-])cc1-c1nc2ccccc2[nH]c1=O	2	-2.9	i
CCOC(=O)c1ccccc1NC(=O)CSc1nccn1C	16	-0.8	i
Cc1ccc(-c2nc(CSCC(=O)NCC3CCCO3)c(C)o2)cc1 (stereo not drawn)	9	-1.1	i
Cn1c2ccccc2c2nnc(SCC(=O)NC3CCCC3)nc21	24	-0.4	i
Cc1c(OCC(F)(F)F)ccnc1CSc1nc2ccccc2[nH]1	23	0.3	i
O=C(Cn1cnc2ccccc21)Nc1ccc(C(=O)O)cc1	15	-0.5	i
Cc1cc(Nc2ccccc2F)n2ncnc2n1	1	0.0	i
COc1ccc(S(=O)(=O)N2CCc3ccccc32)cc1[N+](=O)[O-]	7	0.2	i
O=C(Nc1ccc(Cl)cc1-c1nc2ccccc2s1)c1ccco1	15	-0.6	i
CP(C)(=O)CCP(=O)(c1ccccc1)c1ccccc1	11	-0.6	i
COc1cccc(NC(=O)C(=O)N2CCOCC2)c1	3	0.0	i
O=C(CSc1ncnc2ccccc12)NCc1ccco1	35	-2.2	i
COc1ccc(C(=O)Nc2ccc3c(c2)C(=O)N(C)C3=O)cc1OC	10	-1.2	i
CCCC(=O)Nc1cc(OC)c(OC)cc1C(=O)O	5	0.4	i
CC1(C)Cc2nc(NCCCO)c(C#N)cc2CO1	5	-0.8	i
O=c1c2ccccc2n(CC(O)CN2CCCCC2)c2ccccc12 (stereo not drawn)	10	-0.1	i
COc1ccc(CN(C)C(=O)C2CSC3(C)CCC(=O)N23)cc1 (stereo not drawn)	11	-2.3	i
CCOc1ccc(CN(C)C(=O)c2ccc(=O)[nH]c2)cc1	1	-0.7	i
CNC(=O)c1sc(N2N=C3/C(=C/c4ccccc4)CCCC3C2c2ccccc2)nc1C (stereo not drawn)	8	-0.9	-6.1*
Cc1ccc(OCCCCCN2CCOCC2)cc1	/	-0.5	i
Cc1ccc(N2CCN(S(=O)(=O)c3ccc(F)c(C)c3)CC2)c(C)c1	13	0.4	i
COC(=O)c1ccc(S(=O)(=O)N2CCCN(Cc3ccccc3)CC2)n1C	25	0.2	i
COc1ccc(S(=O)(=O)N2CCCCCC2)cc1C(=O)N1CCN(c2ccccc2C)CC1	-9	-0.5	/
COc1ccc(-c2noc(C3CCCN(C(=O)c4c(F)cccc4F)C3)n2)cc1OC (stereo not drawn)	3	-0.3	i
Cc1cc(C=O)c(C)n1-c1sc2c(c1C(=O)O)CCCC2	7	-0.8	i
CCCCCC(=O)NC(=S)Nc1cccc(-c2nc3ncccc3o2)c1	3	-2.3	i
O=C(CN(C(=O)c1csnn1)c1cccc(C(F)(F)F)c1)NCCc1ccccc1	4	-1.0	i
CC1CCN(S(=O)(=O)N2CCC(C(=O)NCc3ccc4c(c3)OCO4)CC2)CC1	7	-1.5	i
O=C(Nc1cnc2ccccn2c1=O)c1ccc(Cl)cc1Cl	23	0.5	i

New compounds follow
molecule	OX1R FRET antag	STK33 inh	KCNQ2 inh
O=C(COC(=O)c1ccc2c(c1)OCO2)NC1CCCCC1	4	-0.5	/
COc1ccc(C(CNC(=O)C(CCSC)NC(=O)c2ccccc2OC)N2CCCCC2)cc1 (stereo not drawn)	7	-1.2	i
Cc1onc(-c2ccccc2)c1C(=O)NNC(=S)NC(=O)/C=C/c1cccs1	4	-1.1	i
O=C(O)CCc1ccc(-c2cccs2)n1CC1CCCO1 (stereo not drawn)	2	-0.1	i
CCCCOc1ccc(C(=O)OC2CC(C)N(C)CC2C)cc1 (stereo not drawn)	13	-0.5	i
COc1ccc(C(=O)Nc2ccc(N3CCCC3)cc2)cc1Br	28	-0.6	i
COc1ccc(OC)c(CNC(=O)C2CCN(S(=O)(=O)N3CCC(C)CC3)CC2)c1	12	-1.7	i
COc1cccc2cc(-c3cn4cccc(C)c4n3)c(=O)oc12	41	0.2	i

Three compounds picked at random from the list so far:
molecule	OX1R FRET antag	STK33 inh	KCNQ2 inh
CCN(CC)c1ccc(N=Cc2ccc([N+](=O)[O-])o2)cc1	42	-0.9	i
O=C(O)c1ccc2c(=O)n3c(nc2c1)/C(=C/c1cccc(Cl)c1Cl)CCCC3	-6	0.1	i
COc1cc2ccccc2cc1C(=O)NC(=S)Nc1nnn(C)n1	7	-3.2	i

(more compounds)
molecule	OX1R FRET antag	STK33 inh	KCNQ2 inh
CSc1c[n+]2c(n1C)CCC2	8	0.4	i
CC1(c2ccccc2)NC(=O)N(CC(=O)Nc2ccccc2N2CCCC2)C1=O (stereo not drawn)	4	-0.8	i
Cc1ccc(-n2c(C)cc(C(=O)COC(=O)c3c(C)noc3C)c2C)cc1	18	0.1	i
CC(=O)N1c2ccc(S(=O)(=O)N(C)CC(=O)NC3CCCCC3C)cc2CC1C (stereo not drawn)	13	2.2	i
CC1CN(CC(=O)NCc2ccc(F)cc2)CC(C)O1 (stereo not drawn)	0	0.0	i
CC(=O)N1CCc2cc(S(=O)(=O)NC(C(=O)N3CCN(c4ccccc4F)CC3)C(C)C)ccc21 (stereo not drawn)	18	-0.9	i
O=C(Nc1ccncc1)c1cccc2ccccc12	6	0.6	i
Fc1ccc(/C=N/NC(=S)Nc2ccc(Cl)cc2)cc1F	5	-1.6	i
Cc1nc(-c2ccc(NC(=O)c3cccs3)cc2)cs1	32	-2.2	i
CCCNC(=O)c1ccc2c(=O)n3c(-c4ccc(C)cc4)csc3nc2c1	7	-2.9	i
Cn1cccc1CC(=O)N/N=C/c1ccc([N+](=O)[O-])cc1	47	0.3	i
COc1cccc(NC(=O)CN(C)C(=O)c2cc(S(=O)(=O)N3CCCCC3)ccc2Cl)c1	8	0.1	i

Random draw from the library (roughly 2.7% active in at least one column).
